Runt-SMMHC FRET: Runt domain-CBFb-SMMHC interaction inhibition; Q01196+Q13951; Cerulean-Runt/Venus-CBFb-SMMHC FRET ratio 530/480, 1 h; inhibition, % at 20 µM; 220,000 compounds, 0.74% hits; AID 1434;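 active means mean inhibition across duplicate retests at 20 µM reaching about 50%, limit read from the data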;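 further: 0% = DMSO wells and 100% = wells with excess untagged CBFb-SMMHC; inhibitors lower the FRET ratio by blocking Runt binding to CBFb-SMMHC; some results filed as inactive read as strong as hits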
RBBP9 inhibitor: inhibitors of human serine hydrolase RBBP9 | O75884 | recombinant RBBP9, FP-Rh probe fluorescence polarization | inhibition, % at 7.94 µM | 220,000 compounds, 0.2% hits;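 active means inhibition above the campaign mean of all tested compounds plus 3 SD, cut at about 14% in these data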;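 further: plate controls were DMSO wells with RBBP9 for no effect and wells lacking RBBP9 protein for full effect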
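Test system: recombinant human RBBP9; Timing: 30 min then 45 min, 25 °C; Detection: fluorescence polarization; Control set: RBBP9 with DMSO as uninhibited control, no-protein wells as full inhibition; Compound dosing: one concentration, 7.94 µM nominal, 0.794% DMSO; Probe or stimulus: FP-Rh activity-based probe, 375 nM before mixing.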
NPY-Y1 PAM-ag: human NPY-Y1 potentiation or agonism, primary screen. P25929. NPY-Y1 expressing cells, potentiator/agonist activation. activation, % at 3.6 µM. 220,000 compounds, 0.37% hits; in the data active means activation above about 33%, passing the limit was not always enough;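 further: cells stimulated with NPY at EC10 then isoproterenol at EC100; 0% = low agonist plus stimulus and 100% = saturating agonist plus stimulus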
p97 inhibitor: human p97 ATPase inhibition; inhibition, % at 8 µM; 220,000 compounds, 0.42% hits; recombinant p97 ATPase, Kinase-Glo ATP luminescence, 3 h; P55072; in the data active means inhibition above about 15%;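 further: 0% = DMSO vehicle and 100% = wells lacking enzyme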
Hck Nef HTS: human Hck-Nef kinase inhibition | Recombinant Hck-YEEI plus Nef, Z-Lyte FRET kinase assay | AID 463187 | inhibition, % at 20 µM | 220,000 compounds, 0.68% hits | P08631;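 active means Hck-Nef kinase inhibition above about 50%, limit read from the data; inactive means inhibition below that limit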;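 further: 0% = DMSO with Hck plus Nef and 100% = Hck alone without Nef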
Target sequence (P08631 whole entry, looked up): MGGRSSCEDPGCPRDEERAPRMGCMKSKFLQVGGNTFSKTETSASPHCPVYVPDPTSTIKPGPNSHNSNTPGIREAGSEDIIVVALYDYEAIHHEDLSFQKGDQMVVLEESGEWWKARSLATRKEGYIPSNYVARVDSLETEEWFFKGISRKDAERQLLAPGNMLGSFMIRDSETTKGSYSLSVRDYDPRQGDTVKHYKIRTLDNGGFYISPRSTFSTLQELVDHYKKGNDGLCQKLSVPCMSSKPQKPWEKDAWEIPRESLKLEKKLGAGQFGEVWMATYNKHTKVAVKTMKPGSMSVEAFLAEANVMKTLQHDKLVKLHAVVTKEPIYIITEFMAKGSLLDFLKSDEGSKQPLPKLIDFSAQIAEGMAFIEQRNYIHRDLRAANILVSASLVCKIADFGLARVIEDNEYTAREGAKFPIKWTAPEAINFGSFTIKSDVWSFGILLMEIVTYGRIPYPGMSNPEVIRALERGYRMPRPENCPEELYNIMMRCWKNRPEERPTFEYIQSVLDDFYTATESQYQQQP
Runt-CBFb FRET: blocks binding of human RUNX1 Runt domain to CBFb | Q01196+Q13951 | Cerulean-Runt/Venus-CBFb FRET ratio 530/480, 1 h | inhibition, % at 20 µM | 220,000 compounds, 0.46% hits | AID 1496;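 active means inhibition over about 50% at 20 µM in the single-dose screen, limit read from the data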;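 further: 0% = DMSO wells and 100% = excess unlabeled CBFb competitor control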
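Measured by: fluorescence energy transfer, 422 nm excitation, 530/480 nm emission; test system: Cerulean-tagged RUNX1 Runt domain (FRET donor) fusion protein; buffer or medium: Tris pH 7.5 buffer with BSA; compound: one dose, 20 µM compound, 1% DMSO; times: two 1 h room-temperature incubations shielded from light; benchmarks: unlabeled CBFb 5 µM, positive control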
Mdm2 ligase inh: blocks human Mdm2 ubiquitin ligase activity; cell-based MDM2 ubiquitination luciferase reporter, 2 h; 0 = plate control, 100 = twice control, blank-subtracted; signal enhancement, % at 5 µM; 210,000 compounds, 0.11% hits;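 active means signal enhancement of 30% or more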;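 further: luminescence tracks abundance of the self-degrading MDM2-luciferase fusion protein; higher signal means inhibition of MDM2 E3 ligase activity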
Target sequence (Q00987 whole entry, looked up, the tested form may be a part): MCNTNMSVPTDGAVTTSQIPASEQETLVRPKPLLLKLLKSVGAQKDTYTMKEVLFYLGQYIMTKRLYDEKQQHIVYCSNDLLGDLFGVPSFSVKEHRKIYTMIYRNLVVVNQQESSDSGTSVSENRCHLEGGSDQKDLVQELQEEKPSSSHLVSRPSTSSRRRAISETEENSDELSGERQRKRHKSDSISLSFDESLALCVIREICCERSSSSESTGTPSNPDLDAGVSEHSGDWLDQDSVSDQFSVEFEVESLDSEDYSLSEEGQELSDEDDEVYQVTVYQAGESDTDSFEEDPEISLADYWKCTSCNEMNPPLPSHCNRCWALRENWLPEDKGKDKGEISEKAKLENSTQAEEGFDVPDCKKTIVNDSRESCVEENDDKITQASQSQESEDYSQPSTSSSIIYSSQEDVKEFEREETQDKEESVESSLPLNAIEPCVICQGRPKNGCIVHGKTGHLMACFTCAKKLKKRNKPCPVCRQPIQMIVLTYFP
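Material: Stable MDM2–luciferase fusion reporter cells | Amount: 2000 cells seeded into each well | Dosing: One concentration, 5 µM, with 0.2% DMSO | Incubation: 4 h cell settling then 2 h compound exposure, 37 °C | Measured by: Luciferase luminescence | Read-out basis: % enhancement relative to plate controls after blank subtraction | Benchmarks: Control and blank well means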
NPY-Y2 PAM-ag: potentiators or agonists of human neuropeptide Y receptor Y2 | P49146 | cells expressing NPY-Y2, potentiator/agonist read-out | activation, % at 3.6 µM | 220,000 compounds, 0.45% hits | AID 1359; in the data active means activation above about 27%;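 further: cells stimulated with NPY near EC25 plus isoproterenol at EC100; 0% = vehicle plus submaximal agonist and 100% = vehicle plus saturating agonist; some results beyond the cut were filed as inactive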
NPY-Y1 antag: antagonists of human neuropeptide Y receptor Y1 | HEK293-CNG Y1 cells, membrane potential fluorescence; NPY at EC95, then isoproterenol | inhibition, % at 3.6 µM | 200,000 compounds, 1% hits | AID 1040;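 active means inhibition above the campaign mean inhibition of all tested compounds plus 3 SD, cut at about 20% in these data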;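 further: 0% = DMSO wells given NPY plus isoproterenol and 100% = isoproterenol alone without NPY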
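Material: HEK293 cells co-expressing NPY Y1 receptor and cyclic-nucleotide gated channel. Timing: compound incubation 1 h at room temperature, readout 45 min post-stimulation. Signal: fluorescence, membrane potential probe.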
* hit, by the source's call; nt = not tested or not shown.

SMILES	Runt-SMMHC FRET	RBBP9 inhibitor	NPY-Y1 PAM-ag	p97 inhibitor	Hck Nef HTS	Runt-CBFb FRET	Mdm2 ligase inh	NPY-Y2 PAM-ag	NPY-Y1 antag
Cc1ccccc1NC(=O)C(=O)NCc1ccccn1	2	-7	5	2	1	1	-7	0	3
CCOCCCNS(=O)(=O)c1ccc(NC(=O)Cc2c(F)cccc2Cl)cc1	2	5	-2	5	7	-1	-13	-1	6
CC(/C=N/NC(=O)c1c(Br)cnn1C)=C\c1ccccc1	2	-11	-16	0	5	-1	2	-1	4
N#Cc1cc2c(=O)n3ccccc3nc2n(CC2CCCO2)c1=N (centres undefined)	nt	-9	-24	-1	42	nt	nt	-9	-4
Cc1cc(-c2nnc(-c3ccccc3)c(-c3ccccc3)n2)c(C)o1	0	-9	-20	-3	-1	1	-7	-7	7
Cc1cc2c([nH]c3ccccc32)c2c1OC(C)(C)C=C2	-5	nt	nt	nt	30	-6	-15	nt	nt
Cc1nc(N2CCN(Cc3ccccc3)CC2)nc2c1C(=O)CC(C)C2 (centres undefined)	4	-5	-8	-2	0	-1	2	-2	9
O=C(CCC(=O)Nc1ccc(Br)cc1)N/N=C/c1cc([N+](=O)[O-])ccc1O	-1	4	-1	2	22	0	-15	-4	0
COc1cccc(N=Nc2c(N)[nH]n3c(=O)c4c(nc23)CCCC4)c1	-4	9	-5	3	17	-6	-6	-9	-2
O=C(c1ccco1)N1CCN(C(=O)C2c3ccccc3Oc3ccccc32)CC1	3	-5	6	3	-1	12	-10	0	-3
Cc1cc(C(=O)N2CCC(Cc3ccccc3)CC2)ccc1[N+](=O)[O-]	-5	-11	7	-3	0	nt	-10	-28	2
Cc1ccc(CNC(=O)/C=C/c2c(Cl)cccc2Cl)cc1	-2	-4	-9	-1	1	0	-5	0	-4
CC(=O)NC1(C(Cl)(Cl)Cl)Oc2ccccc2O1	0	-1	-12	2	1	nt	-3	3	0
O=C(O)CCCC(=O)N1CCN(c2cccc(Cl)c2)CC1	-4	-4	-5	0	1	2	-17	10	-2
CCN(C(=O)CSc1nnnn1-c1ccccc1)c1c(N)n(Cc2ccccc2)c(=O)[nH]c1=O	6	-5	7	0	-1	5	-13	-7	1
COC(=O)c1cc(=O)n(Cc2ccc3c(c2)OCO3)c(=Nc2ccc(F)c(Cl)c2)s1	0	-12	2	4	3	2	-17	-3	1
O=C(OCc1nnc(-c2ccccc2)o1)C12CC3CC(CC(Br)(C3)C1)C2	-2	-13	-6	-11	6	-3	3	-21	3
CC(C)CN(CC(C)C)S(=O)(=O)N1CCC(C(=O)NCc2ccccn2)CC1	-5	-3	-4	-3	-1	-5	-14	7	-4
CCC(C)Nc1nc(-c2cccc(OC)c2O)nc2ccccc12 (centres undefined)	-10	-9	42	3	0	nt	-11	34	-11
Cc1ccc(C)c(CSC2=NCCN2C(=O)c2cccs2)c1	-3	-2	-1	-2	20	0	-11	-8	15
COCCN(C(=O)c1ccccc1)c1nnc(-c2cccnc2)s1	5	-3	21	1	0	1	-18	10	-6
Cc1ccc(C)n1-c1ccncc1	10	1	10	7	5	-1	-8	-3	7
O=C(NCc1cccc(Cl)c1)c1ccc2c(c1)SC1=NS(=O)(=O)CCN12	12	-12	3	-3	-22	0	-14	-13	2
CC(=NCc1ccncc1)C1=C(O)c2ccccc2C1=O	3	2	-19	4	2	19	-47	-6	-9
C/C(=N\NC(=O)c1c[nH]c2ccccc12)c1ccco1	-2	-6	0	1	0	2	-11	-7	4
CCN(Cc1ccc(OC)c(F)c1)C(=O)CCl	2	-5	-1	5	17	1	-14	-11	0
CC(C)c1nc2ccccc2n1CC(O)COC1CCCCC1 (centres undefined)	2	-11	22	3	26	-1	-7	10	2
CC(c1ccccc1)N1C(=O)c2ccccc2C1(O)Cc1ccccc1 (centres undefined)	-1	-4	10	4	30	-1	-12	9	-5
O=C(O)CCn1cc(/C=C2\NC(=S)N(c3ccccc3)C2=O)c(-c2ccc(Br)cc2)n1	18	-1	-5	3	16	4	-2	-19	5
O=C(CN1CCN(Cc2ccc(Cl)cc2)CC1)N/N=C/c1cccc(F)c1	-3	4	16	1	9	-3	0	99*	nt

Reprinted from the part before: three entries, followed by the next part.
SMILES	Runt-SMMHC FRET	RBBP9 inhibitor	NPY-Y1 PAM-ag	p97 inhibitor	Hck Nef HTS	Runt-CBFb FRET	Mdm2 ligase inh	NPY-Y2 PAM-ag	NPY-Y1 antag
CC(c1ccccc1)N1C(=O)c2ccccc2C1(O)Cc1ccccc1 (centres undefined)	-1	-4	10	4	30	-1	-12	9	-5
O=C(O)CCn1cc(/C=C2\NC(=S)N(c3ccccc3)C2=O)c(-c2ccc(Br)cc2)n1	18	-1	-5	3	16	4	-2	-19	5
O=C(CN1CCN(Cc2ccc(Cl)cc2)CC1)N/N=C/c1cccc(F)c1	-3	4	16	1	9	-3	0	99*	nt
CC(O)CN(C)CC/C=C1/c2ccccc2CSc2ccccc21 (centres undefined)	-2	-2	-31	3	-1	8	-1	-8	7
Brc1ccccc1OCCCN1CCOCC1	0	-4	-23	1	-1	-1	-3	-10	-1
Cc1ccc(S(=O)(=O)Nc2ccc3c(c2)nc2n3CCN(Cc3ccccc3)C2)cc1	-10	-11	0	5	0	-2	-18	15	-1
Fc1ccccc1NC(=S)N(CCN1CCCCC1)Cc1ccco1	5	2	11	-5	27	2	-9	-9	5
Cc1ccc(N=N/C(=C\O)C(=O)c2ccncc2)cc1	3	-5	13	1	-2	-2	-12	8	-11
O=C(NCCc1ccc(Cl)cc1)Nc1ccc(F)cc1	-1	1	4	-2	-12	1	-4	-7	6
Fc1ccc(NCc2nnc(SCc3nnc(-c4ccccc4)o3)n2Cc2ccccc2)cc1	16	-9	-34	-8	0	1	-15	-18	6
CCOC(=O)c1ccccc1NC(=O)Cn1c(-c2nonc2N)nc2ccccc21	3	-14	-20	-4	-6	-1	-2	-24	18
O=C(NC1CC1)C1=C[C@H](c2csc3ccccc23)C[C@H](OCc2ccc(CO)cc2)O1	2	nt	nt	nt	26	0	10	nt	nt
Cc1ccc(C(c2nnnn2C2CCCC2)N2CCc3ccccc32)cc1 (centres undefined)	2	-6	0	-4	4	1	-2	-6	1

Overlap with the part before: 4 compounds; new compounds follow.
SMILES	Runt-SMMHC FRET	RBBP9 inhibitor	NPY-Y1 PAM-ag	p97 inhibitor	Hck Nef HTS	Runt-CBFb FRET	Mdm2 ligase inh	NPY-Y2 PAM-ag	NPY-Y1 antag
Fc1ccc(NCc2nnc(SCc3nnc(-c4ccccc4)o3)n2Cc2ccccc2)cc1	16	-9	-34	-8	0	1	-15	-18	6
CCOC(=O)c1ccccc1NC(=O)Cn1c(-c2nonc2N)nc2ccccc21	3	-14	-20	-4	-6	-1	-2	-24	18
O=C(NC1CC1)C1=C[C@H](c2csc3ccccc23)C[C@H](OCc2ccc(CO)cc2)O1	2	nt	nt	nt	26	0	10	nt	nt
Cc1ccc(C(c2nnnn2C2CCCC2)N2CCc3ccccc32)cc1 (centres undefined)	2	-6	0	-4	4	1	-2	-6	1
Cc1cc(C)n(-c2ncnc3ccccc23)n1	1	1	-1	0	10	0	-1	-4	1
CCN(C(=O)CSc1nnc(Cc2ccccc2F)n1N)C1CCS(=O)(=O)C1 (centres undefined)	-1	-6	-27	1	4	2	-5	1	8
C=CCNCCCCOc1ccccc1	0	-5	-8	-2	1	-2	-2	-2	-2
CCOc1cccc(C(=O)Nc2nccs2)c1	0	-5	-8	3	13	0	-9	-10	-2
CCCC1CC(C#N)N(N(C)C)C1=C(C#N)C#N (centres undefined)	-4	-3	2	-3	10	-1	-77	-8	nt
COC(=O)/C(=C1/Oc2cc3c(cc2S1)OCO3)C(F)(F)F	4	-1	-6	1	3	1	-23	-1	5
Nc1ccc2nc(-c3cccs3)[nH]c2c1	0	-7	-31	-2	7	1	4	-2	0
COc1ccc(N2CCN(c3nc(-c4cccs4)nc4ccccc34)CC2)cc1	-2	-3	-3	-3	-9	-1	6	2	-2
Cc1ccc2nc(Cl)c(CNCc3ccccc3)cc2c1	1	0	-7	1	34	-1	-3	-25	5
COc1ccc(-c2nnc(SCC(=O)Nc3ncc(C(F)(F)F)cc3Cl)n2CC(C)C)cc1	5	-6	24	2	4	-6	8	-12	8
COc1ccc(C(NC(=O)C(C)C)c2ccc3cccnc3c2O)cc1 (centres undefined)	1	-9	11	3	19	10	-14	9	nt
NS(=O)(=O)c1ccc(CNC(=O)C2(c3ccc(Cl)cc3)CC2)cc1	-3	-4	8	3	15	-3	-8	12	8
COc1ccc(/C=C2\SC(=S)N(C(Cc3ccccc3)C(=O)O)C2=O)cc1 (centres undefined)	3	-1	-20	-2	34	9	-19	-22	8
COc1ccc(N2C(=O)C3C4C=CC(CC4)C3C2=O)c([N+](=O)[O-])c1 (centres undefined)	1	-3	-9	1	1	0	-14	-3	8

Rewritten with bars between the fields: part of the list above
mol | Runt-SMMHC FRET | RBBP9 inhibitor | NPY-Y1 PAM-ag | p97 inhibitor | Hck Nef HTS | Runt-CBFb FRET | Mdm2 ligase inh | NPY-Y2 PAM-ag | NPY-Y1 antag
COc1ccc(/C=C2\SC(=S)N(C(Cc3ccccc3)C(=O)O)C2=O)cc1 (centres undefined) | 3 | -1 | -20 | -2 | 34 | 9 | -19 | -22 | 8
COc1ccc(N2C(=O)C3C4C=CC(CC4)C3C2=O)c([N+](=O)[O-])c1 (centres undefined) | 1 | -3 | -9 | 1 | 1 | 0 | -14 | -3 | 8
NS(=O)(=O)c1ccc(CNC(=O)C2(c3ccc(Cl)cc3)CC2)cc1 | -3 | -4 | 8 | 3 | 15 | -3 | -8 | 12 | 8

From PubChem
